GPT2 inh = blocks human glutamate pyruvate transaminase 2; Q8TD30; Potency, µM (titrated, usually from 57.7 µM), without a hit: at the highest dose activity change, negative = inhibition, actives largely listed as inhibitors; AID 1671188; 0.25% of 100,000 active; Recombinant GPT2, coupled pyruvate oxidase/HRP Amplex Red fluorescence; note: potency is the fitted concentration of half-maximal effect; nearly all actives have a fitted effect of over 60% in size; many of its hits are not listed in these tables
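Fluorescence read-out: pyruvate from GPT2 turnover coupled to pyruvate oxidase, HRP and Amplex Red (0.2mM ThPP, 0.2U/mL PO and HRP, 50uM Amplex final). Substrates 250uM a-KG, 2mM L-alanine; enzyme 10ng/uL; 30 min RT.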
SNCA expr inh = SNCA gene expression inhibition. Potency, µM (titrated, usually from 57.2 µM), for the others: at the highest dose activity change, negative = inhibition, actives largely listed as inhibitors. 0.17% of 140,000 active. HEK-293 SNCA-luciferase knock-in, luminescence, 24 h. AID 1671194;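 note: potency is the fitted concentration of half-maximal effect; plate controls were DMSO cells for no effect and cell-free wells for full effect; nearly all actives have a fitted effect of over 45% in size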
HEK293 viab = reduces viability of HEK-293 SNCA reporter cells; 0.12% of 150,000 active; HEK-293-SNCA-luc viability, GF-AFC fluorescence, 24 h; Potency, µM (series often up to 57.1 µM), inactives show at the highest dose activity change, negative = cytotoxicity, hits mostly cytotoxic; AID 1671193;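 note: potency is the fitted concentration of half-maximal effect; 0% = DMSO-treated cells and -100% = medium-only wells without cells; nearly all actives have a fitted effect of over 30% in size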
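Cytotoxicity counterscreen: after 24 h compound treatment of genome-edited SNCA-luciferase HEK-293 cells, live-cell protease substrate GF-AFC read by fluorescence after 30 min; activity scaled between DMSO (0%) and medium-only (-100%), curves Hill-fitted.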
Luciferase inh = inhibitors of firefly (Photinus pyralis) luciferase | purified P. pyralis luciferase, luminescence, biochemical | P08659 | 2.5% of 76,000 active | Potency, µM (series often up to 115 µM), without a hit: top-dose activity change, negative = inhibition, usual class: inhibitors | AID 1347043; note: potency is the fitted concentration of half-maximal effect; nearly all actives have a fitted effect of over 65% in size
Target sequence (P08659 whole entry, looked up): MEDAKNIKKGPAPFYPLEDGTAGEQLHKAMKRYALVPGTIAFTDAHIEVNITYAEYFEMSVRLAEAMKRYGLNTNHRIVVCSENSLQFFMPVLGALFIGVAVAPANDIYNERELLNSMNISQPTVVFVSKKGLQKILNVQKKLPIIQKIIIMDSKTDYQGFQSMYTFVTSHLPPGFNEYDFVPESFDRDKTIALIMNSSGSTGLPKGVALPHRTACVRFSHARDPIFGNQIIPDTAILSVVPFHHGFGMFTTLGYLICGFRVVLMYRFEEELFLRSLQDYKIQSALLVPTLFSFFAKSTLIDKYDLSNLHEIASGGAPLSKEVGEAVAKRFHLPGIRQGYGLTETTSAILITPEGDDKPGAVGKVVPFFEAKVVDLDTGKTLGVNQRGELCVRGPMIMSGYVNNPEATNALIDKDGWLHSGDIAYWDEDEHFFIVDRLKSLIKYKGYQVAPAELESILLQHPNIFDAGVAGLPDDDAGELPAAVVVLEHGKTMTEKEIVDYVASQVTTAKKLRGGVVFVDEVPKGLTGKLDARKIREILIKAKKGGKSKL
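Purified 10nM P. pyralis luciferase with 10uM D-luciferin and 10uM ATP in 50mM Tris acetate pH 7.5, 10mM Mg acetate, 0.01% Tween-20, 0.05% BSA. qHTS titration; luminescence read by CCD imager.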
NIH3T3 tox = kills NIH 3T3 cells; Potency, µM (highest dose often 96.7 µM), without a hit: at the top dose activity change, negative = cytotoxicity, usual class: inhibitors; 4.3% of 94,000 active; AID 1345082; NIH 3T3 viability, CellTiter-Glo ATP luminescence, 48-72 h; note: potency is the fitted concentration of half-maximal effect; nearly all actives have a fitted effect of over 55% in size
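First NIH 3T3 cells are plated at 400 cells/well; next compound is pinned in; then plates incubate 48 or 72 hr at 37 °C; finally CellTiter-Glo is added and luminescence read after 10 min.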
HEK cytotox = HEK 293 cell cytotoxicity; HEK 293 viability, ATP luminescence (CellTiter-Glo), 48-72 h; Potency, µM (titrated, usually from 115 µM), for the others: top-dose activity change, negative = cytotoxicity, most hits filed as inhibitors; 6.6% of 94,000 active; AID 1345083; note: potency is the fitted concentration of half-maximal effect; nearly all actives have a fitted effect of over 60% in size
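HEK 293 seeded at 250 cells/well receive compound via pintool. After 48 or 72 hr at 37 degree Celsius, 5% CO2 and 95% humidity, CellTiter-Glo is dispensed and luminescence read following 10 min at room temperature.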
IP6K1 inh = IP6K1 kinase inhibition; Q92551; IP6K1 kinase, ADP-Glo luminescence, 2 h; hits give low values; activity change, % (series mostly up to about 58 µM); 0.81% of 140,000 active; AID 1645851; in the data active = activity change below about -25%
Target sequence (Q92551 whole entry, looked up): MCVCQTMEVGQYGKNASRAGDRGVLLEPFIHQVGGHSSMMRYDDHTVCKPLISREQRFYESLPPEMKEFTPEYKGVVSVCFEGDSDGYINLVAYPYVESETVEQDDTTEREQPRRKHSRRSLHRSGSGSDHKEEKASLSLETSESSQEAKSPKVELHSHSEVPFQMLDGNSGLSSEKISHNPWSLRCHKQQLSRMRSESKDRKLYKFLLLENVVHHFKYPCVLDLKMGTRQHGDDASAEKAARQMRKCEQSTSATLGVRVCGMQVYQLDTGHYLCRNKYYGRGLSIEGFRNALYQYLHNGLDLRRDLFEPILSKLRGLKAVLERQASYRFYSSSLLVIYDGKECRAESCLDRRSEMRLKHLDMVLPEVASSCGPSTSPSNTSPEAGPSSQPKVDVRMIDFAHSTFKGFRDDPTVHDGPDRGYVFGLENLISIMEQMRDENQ
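ADP-Glo luminescence measures ADP made by human IP6K1 during a 2 h RT reaction with ATP/IP6 (mix at 1.3 mM/130 uM); top library doses 57.5 and 19.1 uM final.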
Numbers without * were called inactive; i = inactive; ? = inconclusive; . = not tested or not shown; [ ] = dose if it differs, or a comment. Unless noted, calls come from the whole dose curve; as a rule, active = well fitted curve in the direction sought with a large enough effect; inconclusive = small, poorly fitted or top-dose-only effect, or another doubt; inactive = no such curve, though single readings can be large; an effect the other way counts as inactive or inconclusive. Unless noted, % is set by controls: 0 for no effect and ±100 for the full control effect. These rows are one share of the data (hit frequency here may not be typical).

SMILES	GPT2 inh	SNCA expr inh	HEK293 viab	Luciferase inh	NIH3T3 tox	HEK cytotox	IP6K1 inh
OC[C@@H]1CN(C2CCC2)C[C@H]1c1nc(-c2ccncc2)no1	i	138%[activator]	-6%	45µM*	-3%	-15%	-10
CCC(C(=O)Nc1ccccc1C(=O)OC)n1c(C)c2cnn(-c3ccccc3)c(=O)c2c1C (stereo not drawn)	.	10%	-26%	.	.	.	4
COc1cccc(-c2cc3c(=O)n(CCNC(=O)c4ccc(C)cc4)ccn3n2)c1	-1%	3%	-6%	-17%	?	?	-13
Cc1cc(-c2cc3c(ccn3C(C)C)c(C(=O)NCc3c(C)cc(C)[nH]c3=O)n2)ccn1	2%[88.5 µM]	-5%[87.6 µM]	-19%[87.6 µM]	-12%[172 µM]	45µM*	45µM*	14
Cc1cccc(NC(=O)c2cc(S(=O)(=O)N3CCN(c4ccccc4F)CC3)ccc2F)c1C	.	-8%	5%	.	.	.	29
CCS(=O)(=O)c1ccccc1C(=O)N(Cc1cccnc1)c1nc2cc(C)c(C)cc2s1	.	-10%	?	.	.	.	15
COc1ccc(C(=O)N2CCCC(c3nc(-c4cccnc4)no3)CCNC(=O)CC2)c(OC)c1 (stereo not drawn)	i	-8%	4%	-3%	-4%	-2%	21
COc1cc(CN2C[C@@H]3C(=O)N(CCCN4CCCC4=O)C(=O)[C@@H]3C2)cc(OC)c1OC	i	3%	8%	7%	-18%	-5%	9
O=c1c(S(=O)(=O)c2ccccc2)cn(Cc2ccc(F)cc2)c2cc(N3CCCCC3)c(F)cc12	.	-6%	4%	.	.	.	-1
CO[C@H]1[C@H](NC(=O)CCc2cccnc2)c2ccccc2C12CCNCC2	?	?	2%	-3%	-12%	-21%	19
CC(C)(CC(=O)O)CC(=O)N[C@H]1C[C@H]2C(=O)Nc3ccc(-c4cccs4)cc3C(=O)N2C1	1%	3%	7%	9%	i	4%	-9
CC(=O)c1cccc(NC(=O)Cn2c(=O)c(CNc3ccc(C)cc3)cc3cc4c(cc32)OCCO4)c1	.	50%[activator]	?	.	.	.	-9
O=C(CCc1ccccc1)N1CCCc2ncc(C(=O)N3CCCC[C@@H]3Cc3ccccc3)cc21	-10%	-4%	?	3%	-27%	?	3
Fc1ccc(Br)cc1C1C=C(c2ccc(Br)cc2)Nc2nnnn21 (stereo not drawn)	.	42%[activator]	?	.	.	.	3
COCCNC(=O)[C@@H]1CCC[C@@H](NCc2ccc(F)cc2)CN(C)C(=O)C1	-23%[88.5 µM]	5%[87.6 µM]	3%[87.6 µM]	-15%[172 µM]	-11%[174 µM]	3%[172 µM]	-9
Cc1ccccc1Cn1c2ccccc2c2cnn(CC(=O)NC3CCCCCC3)c(=O)c21	.	18%	-24%	.	.	.	17
O=C(c1ccoc1)N1CCC(n2cc(-c3nc(-c4ccccc4)no3)nn2)C1 (stereo not drawn)	i	26%	2%	?	?	?	-22
COc1ccccc1NC(=O)N1CCN(c2nnc(C)c3c(C)n(-c4ccc(Cl)cc4)nc23)CC1	.	19%	8%	.	.	.	19
CCc1nn(-c2ccc(OC)cc2)c(Oc2ccccc2F)c1CCC(=O)N(CC)CC	i	56%[activator]	?	-11%	45µM*	?	-6
CCc1nc2c(c(-c3ccc(Cl)cc3)n1)CCN(Cc1ccc(NC(C)=O)cc1)CC2	i	7%	-4%	-6%	-26%	?	6
C[C@@H]1[C@H]2[C@H](O[C@@H]3O[C@H](CO)[C@@H](O)[C@H](O)[C@H]3O)OC=C(C(=O)O)[C@H]2C[C@@H]1O	?	.	-42%	.	.	.	10
Brc1ccc(-n2nc(-c3ccccc3)c3cnc4cc5c(cc4c32)OCO5)cc1	.	9%	-2%	.	.	.	4
Cc1ccc(C)c(N2CCN(S(=O)(=O)c3ccc4[nH]c5c(c4c3)CCCCC5)CC2)c1	.	-17%	-1%	.	.	.	-6
COc1cccc(C(=O)NCC(=O)OCc2cc(=O)n3nc(C)sc3n2)c1	.	22%	1%	.	.	.	6

Ordered by count of non-hydrogen atoms (lowest first): part of the list above.
SMILES	GPT2 inh	SNCA expr inh	HEK293 viab	Luciferase inh	NIH3T3 tox	HEK cytotox	IP6K1 inh
COc1cccc(C(=O)NCC(=O)OCc2cc(=O)n3nc(C)sc3n2)c1	.	22%	1%	.	.	.	6
CCc1nc2c(c(-c3ccc(Cl)cc3)n1)CCN(Cc1ccc(NC(C)=O)cc1)CC2	i	7%	-4%	-6%	-26%	?	6
COc1cc(CN2C[C@@H]3C(=O)N(CCCN4CCCC4=O)C(=O)[C@@H]3C2)cc(OC)c1OC	i	3%	8%	7%	-18%	-5%	9

The list continues.
SMILES	GPT2 inh	SNCA expr inh	HEK293 viab	Luciferase inh	NIH3T3 tox	HEK cytotox	IP6K1 inh
CN(Cc1ccccc1C(F)(F)F)C(=O)c1ccccc1	1%[88.5 µM]	-23%[87.6 µM]	-8%[87.6 µM]	4%[172 µM]	-16%[138 µM]	?	-1
COC(=O)CNC(=O)c1nc2cccnc2n(Cc2ccccc2)c1=O	-5%	-22%	-11%	.	-13%	3%	9
COc1ccc(OC)c2sc(N3CCN(C(=O)C(C)(C)C)CC3)nc12	.	-4%	-1%	.	.	.	8
CN(Cc1ccc(F)cc1)c1ccc2ncc(Nc3ccc4c(c3)OCCO4)n2n1	i	-16%[87.6 µM]	-20%[87.6 µM]	12%[172 µM]	?	40µM*	-21
Cc1ccc2oc(C(=O)Nc3ccc(S(=O)(=O)N4CCCC(C)C4)cc3)cc(=O)c2c1 (stereo not drawn)	.	-24%	5%	.	.	.	-12
Cc1nc([C@@H]2CN(C(=O)CCCc3nc4ccccc4[nH]3)C[C@H]2C(N)=O)n[nH]1	i	-9%	6%	6%	3%	i	22
COCCN1C(=O)[C@H]2CN(Cc3cc(OC)c(OC)c(OC)c3)C[C@H]2C1=O	3%	-15%	-5%	4%	i	1%	-5
O=C(Cc1cccc(Cl)c1)N1C[C@@H](CO)[C@H](c2ccccn2)C1	i	-2%	2%	-2%	-3%	i	9
COc1ccc(CNC(=O)CN(c2ccc(C(C)C)cc2)S(=O)(=O)c2c(C)nn(C)c2C)cc1	.	-1%	-1%	.	.	.	10
O=C(O)c1cccc(C(=O)N2C[C@@H]3C[C@H](C2)c2ccc(NC(=O)c4ccco4)c(=O)n2C3)c1	i	-8%	7%	?	1%	3%	0
Cc1cc(C)n(-c2cccc(CN(C)Cc3nc(-c4ccccn4)no3)c2)n1	-3%	40%[activator]	5%	-6%	-8%	-2%	0
COc1cc(Nc2nc(SCc3ccccc3F)nc3ccccc23)cc(OC)c1	.	-24%	-4%	.	.	.	46
CCc1ccc(-c2cc(C)no2)cc1S(=O)(=O)Nc1cc(OC)c(OC)c(OC)c1	.	7%	-2%	.	.	.	22
O=C(NC1CCN(c2cc(-c3cccs3)[nH]n2)CC1)c1ccc(F)c(Cl)c1	i	?	?	-6%	?	?	14
CCOc1ccc(C(NC(=O)c2cc(OC)c(OC)c(OC)c2)c2cc(Cl)c3cccnc3c2O)cc1 (stereo not drawn)	.	1%	11%	.	.	.	7
CCOc1ccc(CC(=O)N2C[C@@H](COC)[C@H](c3ccncc3)C2)cc1	i	12%	-9%	1%	-21%	-1%	12
CCOc1ccc(CNC(=O)c2ccc3c(c2)N(Cc2ccccc2)CCS3)cc1	.	-6%	8%	.	.	.	-8
COc1ccc(OC)c(NC(=O)CN2C(=O)c3ccccc3Sc3ccc(C(=O)N4CCCC4)cc32)c1	.	-11%	-16%	.	.	.	-13
Cc1cccc(NC(=O)Cn2ccn3nc4c(c3c2=O)CCCCC4)c1C	-11%	42%[activator]	-19%	-19%	-15%	0%	1
CC(c1cccc(-c2cccc(C(=O)N(C)C)n2)c1)N1CCCC1 (stereo not drawn)	-3%[11.5 µM]	14%	-3%	0%	-12%	1%	5
FC(F)(F)c1cccc(Nc2cnc3ccc(N4CCOCC4)nn23)c1	?	-22%[87.6 µM]	12%[87.6 µM]	4%[172 µM]	?	89µM*	-13
O=S(=O)(NCC1CCOCC1)c1ccccc1F	i	0%	6%	9%	5%	-3%	-6
O=C1CC(c2ccccc2)N(C(=O)Cc2cccc(F)c2)CCCCCCN1 (stereo not drawn)	-6%	-36%	-5%	1%	-19%	?	4
CC1CCC(NC(=O)Cn2ncc3c4ccccc4n(Cc4ccc(F)cc4)c3c2=O)CC1 (stereo not drawn)	.	-15%	6%	.	.	.	20

The last 5 records of the section above lead into the next:
SMILES	GPT2 inh	SNCA expr inh	HEK293 viab	Luciferase inh	NIH3T3 tox	HEK cytotox	IP6K1 inh
CC(c1cccc(-c2cccc(C(=O)N(C)C)n2)c1)N1CCCC1 (stereo not drawn)	-3%[11.5 µM]	14%	-3%	0%	-12%	1%	5
FC(F)(F)c1cccc(Nc2cnc3ccc(N4CCOCC4)nn23)c1	?	-22%[87.6 µM]	12%[87.6 µM]	4%[172 µM]	?	89µM*	-13
O=S(=O)(NCC1CCOCC1)c1ccccc1F	i	0%	6%	9%	5%	-3%	-6
O=C1CC(c2ccccc2)N(C(=O)Cc2cccc(F)c2)CCCCCCN1 (stereo not drawn)	-6%	-36%	-5%	1%	-19%	?	4
CC1CCC(NC(=O)Cn2ncc3c4ccccc4n(Cc4ccc(F)cc4)c3c2=O)CC1 (stereo not drawn)	.	-15%	6%	.	.	.	20
CCn1nccc1C(=O)N1CC(n2cc(C(=O)NCC3CC3)nn2)C1	i	-1%	3%	8%	-13%	-8%	0
COCc1nc(C2CCCN(C(=O)NCc3ccccc3)C2)no1 (stereo not drawn)	1%	23%	1%[12.5 µM]	-6%	-12%	2%	5
COc1ccc(-c2noc([C@@H]3CCCN3C(=O)COc3ccc(Cl)cc3)n2)cc1	1%	8%	-11%	4%	?	?	6
COc1ccc(CC(=O)NC(C)C(=O)N2CCN(c3ccccn3)CC2)c(Cl)c1 (stereo not drawn)	i	15%	7%	-5%	-17%	?	23
CCOC(=O)Cn1c(=O)oc2cc(S(=O)(=O)N3CCN(c4ccc(F)cc4)CC3)ccc21	.	11%	12%	.	.	.	59
CCc1ccccc1NC(=O)Cc1cn(C)c2ccccc12	.	-24%	-14%	.	.	.	-4
COc1ccc(-n2c(C)c(C(C)=O)c3cc(OC(=O)c4ccc(C)cc4)ccc32)cc1	.	?	-1%	.	.	.	-21
O=C(c1cccc(F)c1)N1C[C@@H](CO)[C@H](c2ccncc2)C1	4%	-17%	-6%	-1%	-15%	-11%	10
CCOC(=O)c1c(C)n(-c2ccccc2)c2ccc(OC(=O)c3cccc(C)c3)cc12	.	-17%	-23%	.	.	.	16
Cc1ccc(Cc2nc3ccccc3nc2SCC(=O)N2CCCCC2C)cc1 (stereo not drawn)	.	?	-27%	.	.	.	14
COC(=O)C1=CO[C@@H](O[C@@H]2O[C@H](CO)[C@@H](O)[C@H](O)[C@H]2O)[C@@H]2[C@@H](CO)[C@@H](O)C(O)[C@H]12 (stereo partly drawn)	3%[27.3 µM]	.	-8%[23.9 µM]	.	.	.	19
O=C(c1ccccc1)N1CCC(C(=O)N2CCC(c3nc4ccncc4[nH]3)C2)CC1 (stereo not drawn)	i	2%	3%	.	-5%	i	-3

Source: PubChem
